# Screens as filed in PubChem.
# procasp7 counter = counter-screen: procaspase-7 (human) activation. recombinant procaspase-7, Ac-DEVD-pNA absorbance 405 nm; D23A/D198A/D206A triple mutant, cannot self-cleave; scale: DMSO 0, 5 µM enzyme 100. hit rate 0.093% among 330,000. AID 463210. P55210. activation, % at 8.5 µM;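 active = percent activation above the screen-wide mean plus 3 SD, cut at about 25% in these data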
#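 Assay system: Uncleavable procaspase-7 mutant enzyme | Input: 2 µM procaspase-7 mutant as dispensed | Timing: 1 h compound preincubation, 2 h substrate cleavage, 25 °C | Repeats: One well per compound | Control set: DMSO wells as 0%, DMSO with 5 µM added PC-7 as 100% | Technique: Epi-absorbance of released pNA at 405 nm, two timepoints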
# AHR act = activates the human aryl hydrocarbon receptor | AHR-responsive luciferase reporter cells, luminescence | activation, % at 5 µM | hit rate 2.5% among 320,000; in the data active = activation above about 47%;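 also: 0% = vehicle wells and 100% = reference agonist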
# Target sequence (P35869 whole entry, looked up): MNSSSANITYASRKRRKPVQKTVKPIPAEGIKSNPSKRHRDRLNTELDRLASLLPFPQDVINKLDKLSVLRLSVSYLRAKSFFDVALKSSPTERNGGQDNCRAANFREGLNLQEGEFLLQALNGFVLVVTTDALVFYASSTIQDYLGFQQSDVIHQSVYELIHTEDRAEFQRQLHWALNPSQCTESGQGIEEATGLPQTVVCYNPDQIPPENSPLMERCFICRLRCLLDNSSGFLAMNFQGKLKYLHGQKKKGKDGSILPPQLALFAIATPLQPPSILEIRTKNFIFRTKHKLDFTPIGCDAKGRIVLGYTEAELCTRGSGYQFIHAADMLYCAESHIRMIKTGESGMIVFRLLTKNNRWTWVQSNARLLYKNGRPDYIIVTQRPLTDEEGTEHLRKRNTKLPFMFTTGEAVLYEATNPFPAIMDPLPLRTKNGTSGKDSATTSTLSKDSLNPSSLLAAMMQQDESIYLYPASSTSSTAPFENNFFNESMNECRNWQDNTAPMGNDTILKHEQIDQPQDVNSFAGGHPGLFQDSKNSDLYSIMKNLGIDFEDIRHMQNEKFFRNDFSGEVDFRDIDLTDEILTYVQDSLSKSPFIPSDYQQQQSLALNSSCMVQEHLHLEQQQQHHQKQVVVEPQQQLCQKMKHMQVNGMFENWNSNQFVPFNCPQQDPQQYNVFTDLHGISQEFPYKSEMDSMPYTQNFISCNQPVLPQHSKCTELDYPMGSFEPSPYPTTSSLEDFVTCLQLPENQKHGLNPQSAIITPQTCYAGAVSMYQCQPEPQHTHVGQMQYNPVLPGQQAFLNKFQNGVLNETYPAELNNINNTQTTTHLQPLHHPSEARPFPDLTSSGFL
# TPT1 inh = C. albicans TPT1 enzyme inhibition | recombinant caTPT1, FP RNA substrate dephosphorylation | inhibition, % at 5 µM | hit rate 0.81% among 300,000;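 active = inhibition above the mean of all tested compounds plus 3 SD, set per screening campaign, cut at about 24% in these data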;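 also: plate controls were DMSO alone for no effect and ferristatin control at 100 nM for full effect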
# PAFAH2 inh = inhibitors of human PAFAH2 | inhibition, % at 3.39 µM | hit rate 0.99% among 340,000 | Q99487 | recombinant PAFAH2, FP-rhodamine activity probe, fluorescence polarization | AID 492956;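 active = inhibition above the mean over all tested compounds plus 3 SD, cut at about 30% in these data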;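 also: inhibitors block probe labeling of enzyme so polarization drops; 0% = enzyme with DMSO and 100% = wells lacking PAFAH2 protein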
# PP5 inh = PP5 (human) phosphatase inhibition | P53041 | hit rate 0.18% among 320,000 | inhibition, % at 6.7 µM | purified PP5c, OMFP substrate fluorescence;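 active = inhibition above the campaign's mean inhibition across all tested compounds plus 3 SD, cut at about 9.5% in these data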;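 also: 0% = DMSO only and 100% = 100 µM cantharidin control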
# core dimer inh = blocks dimerization of HCV core protein | TR-FRET GST/Flag-core106 dimerization, 1536-well | inhibition, % at 5 µM | hit rate 0.33% among 300,000 | AID 1899;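 active = inhibition above the mean of all tested compounds plus 3 SD, set per screening campaign, cut at about 45% in these data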
#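 Assay system – GST-tagged and Flag-tagged HCV core protein residues 1-106 · Quantity – core106 proteins, GST 13.5 nM and Flag 17 nM · Benchmarks – unlabelled core106 and no-GST-core106 wells · Read-out basis – percent inhibition of core106 dimerization signal · Detection – time-resolved FRET, ex 340 nm, em 617 and 671 nm · Schedule – 4 h at 22.5 °C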
# Fh CTSL1 inh = cathepsin L1 inhibition, PFM18AAP counter-screen. recombinant F. hepatica cathepsin L1, Z-Leu-Arg-MCA fluorescence. inhibition, % at 5.96 µM. hit rate 0.49% among 300,000. AID 1906;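 active = inhibition above the mean of all tested compounds plus 3 SD, set per screening campaign, cut at about 17% in these data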;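 also: 0% = plate median of test compound wells and 100% = 1 µM Z-Phe-Ala-diazomethylketone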
# proCasp3 act = activators of human procaspase-3; recombinant procaspase-3 D3A, Ac-DEVD-pNA absorbance 405 nm; hit rate 0.11% among 330,000; activation, % at 8.5 µM;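 active = activation above the mean of all tested compounds plus 3 SD, cut at about 21% in these data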;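 also: 0% = DMSO alone and 100% = DMSO wells spiked with extra 5 µM PC-3 D3A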
#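 Assay system: Autoprocessing-dead procaspase-3 D3A mutant enzyme; also added: Ac-DEVD-pNA; doses: one concentration, 8.5 µM nominal, 0.8% DMSO; times: 1 h compound preincubation, 2 h substrate hydrolysis at 25 °C; technique: 405 nm absorbance of p-nitroaniline, reads at 0 and 120 min; measure: % activation between DMSO and enzyme-spiked controls; repeats: single replicate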
# PP1 inh = blocks human PP1-alpha phosphatase, a PP5 counter-screen; P62136; purified PP1alpha, OMFP fluorescence; inhibition, % at 6.7 µM; hit rate 0.9% among 320,000;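 active = inhibition above the mean inhibition of all tested compounds plus 3 SD, computed separately for each screening campaign, cut at about 15% in these data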
# * hit, by the source's call; . = not tested or not shown.
SMILES,procasp7 counter,AHR act,TPT1 inh,PAFAH2 inh,PP5 inh,core dimer inh,Fh CTSL1 inh,proCasp3 act,PP1 inh
COc1ccc(CN(C(=O)CSc2nnc(-c3c[nH]c4ccccc34)o2)c2ccc(F)cc2)cc1OC,8,-6,-6,-21,6.7,14,6,-6,2
COc1ccc(Cl)cc1NC(=O)C1CCN(S(C)(=O)=O)CC1,6,6,-2,6,-4.0,1,-1,9,-3
CCCn1c(SCC(=O)N(C)C2CCS(=O)(=O)C2)nc2sc3c(c2c1=O)CCC3 (stereo not drawn),-14,0,.,1,.,.,.,1,.
Cc1ccc(C)c(N2CCN(C(=O)Cc3ccc(-n4c(=O)[nH]c5ccsc5c4=O)cc3)CC2)c1,1,0,4,-1,13*,15,-1,-4,-4
CC(=O)c1c(C)[nH]c(C(=O)OCC(=O)NCCc2ccc(Cl)cc2)c1C,6,14,2,13,0.9,-9,-2,9,0
CC1CC(C)CN(c2cc3c(cc2[N+](=O)[O-])C(=O)N(c2ccccc2)C3=O)C1 (stereo not drawn),3,4,5,25,-2.3,-4,2,-1,-1
CCC(=O)c1ccc(OCCN2CCOCC2)cc1,2,4,0,-8,-0.1,-2,-2,15,-1
O=C(COC(=O)c1ccc[nH]c1=O)NCC12CC3CC(CC(C3)C1)C2,2,3,.,7,-1.3,.,.,6,-2
c1ccc(-c2nc(NC3CCCC3)c3ccccc3n2)cc1,-3,53*,2,-8,7.7,2,4,0,3
CCN(c1ccccc1)S(=O)(=O)c1ccc(Cl)c(NC(=O)CSc2nncs2)c1,-3,-1,4,5,-1.4,8,-10,-5,0
Cc1cccc(C)c1N(CC(=O)N1CCN(c2ccccc2F)CC1)S(C)(=O)=O,4,-2,2,3,1.0,-1,-3,4,-5
O=[N+]([O-])c1ccc(-c2nc(Nc3cccc(O)c3)c3ccccc3n2)cc1,6,34,0,-9,5.0,7,1,-3,4
CCOC(=O)c1c(NC(C)=O)sc2c(OCCN(CC)CC)c(Br)ccc12,-2,24,-1,2,-2.1,-1,0,1,-2
Cc1c(Br)c([N+](=O)[O-])nn1CC(=O)NC1CCCCCC1,-4,5,-3,12,0.1,-13,-3,-1,1
O=C1OCCN1C(=O)[C@H]1[C@H](c2ccc(F)cc2)C(c2ccc(F)cc2)=NN1c1ccc(Br)cc1,10,5,-2,2,5.4,-11,-1,20,3
CC(=O)/C(N=Nc1cc2c(cc1[N+](=O)[O-])OCCO2)=C(\C)O,4,-1,-4,-1,1.6,-1,4,2,-4
N#CNC(=Nc1cccc(F)c1)SCc1cccc(F)c1,4,0,-1,7,2.0,9,1,-2,1
COc1ccc(S(=O)(=O)Nc2ccc(N3CCOCC3)nc2)cc1,2,2,-2,-3,-0.6,-4,-1,7,0
CCNc1ccc(S(=O)(=O)N(C)C)cc1NCC(=O)Nc1ccc(F)c(Cl)c1,3,-2,-1,-8,3.5,-9,-5,6,3
O=C(OCC(=O)N1CCN(c2ccccc2)CC1)c1cccc([N+](=O)[O-])c1,4,1,-4,0,0.5,-1,-4,4,-2
CCc1ccc(S(=O)(=O)NCc2cn3ccsc3n2)s1,1,0,-2,7,1.7,4,1,3,-2
Cc1cc(C(=O)OCC(=O)NCc2cccs2)c2ccccc2n1,4,2,2,1,1.0,-2,-5,14,-5
CC(C)(C)c1ccc(/C([O-])=C(/C(=S)NCc2ccco2)[n+]2ccccc2)cc1,-10,5,3,.,1.3,53*,1,-10,11
COCCN(C(=O)COC(=O)Cc1coc2cc(C)ccc12)c1c(N)n(Cc2ccccc2)c(=O)[nH]c1=O,3,4,1,11,0.7,7,-9,0,3
COc1cc(C(=O)NNC(=S)NCc2ccco2)cc(OC)c1OC,-11,1,0,5,0.1,-1,-2,-2,-4
CC(C)Cn1c(N)c(C(=O)COC(=O)c2ccc(F)cc2)c(=O)n(C)c1=O,-4,0,1,5,2.6,1,2,-3,2
Cc1ccc(CNC(=O)C(=O)NCCC2CCCCN2S(=O)(=O)c2cccs2)cc1 (stereo not drawn),2,-2,1,-3,1.6,9,2,16,-9
Cc1cc(C(=O)COC(=O)c2ccc(N)cc2)c(C)n1-c1c(C)n(C)n(-c2ccccc2)c1=O,0,10,2,2,1.7,5,3,-1,-9
COc1ccc(N2CCN(CCNC(=O)C3CC(=O)N(C4CCCC4)C3)CC2)cc1 (stereo not drawn),0,0,1,2,0.5,-2,0,1,-2
O=C1CC(Nc2ccccc2)C(=O)N1Cc1ccccc1 (stereo not drawn),7,5,0,4,3.7,-1,-2,1,-3
COc1ccc(NS(=O)(=O)c2ccc(NS(=O)(=O)c3cccs3)cc2)cc1,10,2,-3,-1,-1.3,1,0,4,-2
CCc1c(C)sc(NC(=O)c2noc(C)c2[N+](=O)[O-])c1C#N,-14,6,-2,9,1.8,3,0,-8,-5
CCCCOCCCNC(=O)/C=C/c1ccccc1Cl,-4,4,-4,2,-1.6,-2,-1,14,-1
C/C=C(/C)C(=O)O[C@@H]1Cc2c(ccc3ccc(=O)oc23)OC1(C)C,11,0,.,8,.,.,.,-2,.
Cc1cc(Br)ccc1OCC(=O)N(Cc1nc(-c2ccccc2)no1)C(C)C,11,0,0,-11,1.6,6,4,-3,2
CN1CC2([N+](=O)[O-])CC=C(Oc3ccccc3)C([N+](=O)[O-])(C1)C2 (stereo not drawn),10,2,0,-6,-1.0,2,4,6,-2
N=C(N)SCc1ccccc1Cl,0,0,-1,-8,-1.0,-1,-1,6,-2
COc1ccc(NC(=O)CN2C(=O)N(C)Cc3ccccc32)c(C)c1,-5,-1,1,-6,1.8,-3,-4,-3,-1
Cn1c(=O)c2c(nc(SCc3ccc(C(=O)O)cc3)n2C)n(C)c1=O,4,1,-1,2,-2.1,7,0,17,0
CCn1c(SCC(=O)N2CCC(C(N)=O)(N3CCCCC3)CC2)nnc1-c1ccccc1,8,3,1,-9,0.9,-1,-3,4,4

# Ordered by molar mass (smallest number first): some entries from above.
SMILES,procasp7 counter,AHR act,TPT1 inh,PAFAH2 inh,PP5 inh,core dimer inh,Fh CTSL1 inh,proCasp3 act,PP1 inh
O=C1CC(Nc2ccccc2)C(=O)N1Cc1ccccc1 (stereo not drawn),7,5,0,4,3.7,-1,-2,1,-3
Cn1c(=O)c2c(nc(SCc3ccc(C(=O)O)cc3)n2C)n(C)c1=O,4,1,-1,2,-2.1,7,0,17,0
CC(C)Cn1c(N)c(C(=O)COC(=O)c2ccc(F)cc2)c(=O)n(C)c1=O,-4,0,1,5,2.6,1,2,-3,2

# Complete entries as entered above.
# Shown for COc1cc(C(=O)NNC(=S)NCc2ccco2)cc(OC)c1OC = procasp7 counter = -11; AHR act = 1; TPT1 inh = 0; PAFAH2 inh = 5; PP5 inh = 0.1; core dimer inh = -1; Fh CTSL1 inh = -2; proCasp3 act = -2; PP1 inh = -4
# Shown for CN1CC2([N+](=O)[O-])CC=C(Oc3ccccc3)C([N+](=O)[O-])(C1)C2 (stereo not drawn) = procasp7 counter = 10; AHR act = 2; TPT1 inh = 0; PAFAH2 inh = -6; PP5 inh = -1.0; core dimer inh = 2; Fh CTSL1 inh = 4; proCasp3 act = 6; PP1 inh = -2
# Shown for C/C=C(/C)C(=O)O[C@@H]1Cc2c(ccc3ccc(=O)oc23)OC1(C)C = procasp7 counter = 11; AHR act = 0; TPT1 inh = .; PAFAH2 inh = 8; PP5 inh = .; core dimer inh = .; Fh CTSL1 inh = .; proCasp3 act = -2; PP1 inh = .

# (cont.)
SMILES,procasp7 counter,AHR act,TPT1 inh,PAFAH2 inh,PP5 inh,core dimer inh,Fh CTSL1 inh,proCasp3 act,PP1 inh
COc1ccc(NC(=O)c2cc(S(=O)(=O)N3CCCC3)oc2C)cc1,6,0,0,-2,-0.8,2,5,-2,-2
COc1ccc(C(c2c[nH]c3ccccc23)c2c[nH]c3ccccc23)cc1O,0,28,2,16,4.5,4,-1,11,-2
CCN(CCO)C(=S)Nc1cc(S(=O)(=O)N(C)C)ccc1C,10,1,1,-7,-0.3,-3,-1,3,-6
COc1ccc([N+](=O)[O-])cc1NC(=O)C1C2C=CC(C2)C1C(=O)O (stereo not drawn),-2,10,-7,-3,4.4,-1,8,-8,-4
CCOc1ncccc1C(=O)NCC(c1ccco1)N1CCCCC1 (stereo not drawn),8,2,.,-1,.,.,.,-7,.
COc1ccccc1NC(=O)C(=O)N(c1cccnc1)C(C(=O)NC(C)(C)C)c1ccccc1F (stereo not drawn),17,2,1,8,-2.6,-4,1,7,0
CCOC(=O)NC1CCS(=O)(=O)C1 (stereo not drawn),15,12,-4,-10,-0.1,0,1,3,7
CCOc1cc(C)c(-c2onc(C(F)(F)F)c2-c2csc(C)n2)c(O)c1,9,3,-1,-3,8.8,-1,3,9,5
CCc1ccccc1NC(=O)NNC(=O)CCc1ccccc1,-3,5,-7,6,2.9,-17,-1,4,6
CCOC(=O)CCC(=O)Nc1ccccc1C(N)=O,-15,2,2,-5,2.4,-9,3,-1,0
CC(=O)/C(=N\Nc1ccccc1)Sc1nnc(-c2ccccc2)n1-c1ccccc1,-2,-2,-2,-1,-0.8,6,2,8,-1
CCN(CC)S(=O)(=O)c1ccc(N2CCOCC2)c(C(=O)O)c1,13,1,-1,-3,1.4,2,-1,-10,-1
C=CCN(CCNP(=O)(OCC)OCC)CP(=O)(OCC)OCC,-1,0,-2,1,0.8,-4,-5,7,-2
Cc1ccc(Cn2nnc3c(=O)n(CC(=O)N4CCN(c5ccccc5)CC4)cnc32)cc1,-3,-2,0,10,-0.3,3,-1,12,-2
Cc1ccc(C(=O)COC(=O)c2cn3ccccc3n2)cc1,2,1,-1,1,-0.7,1,-3,0,-8
COc1ccc(OC)c2[nH]c(=O)c(CCNC(=S)NC(C)(C)C)cc12,-2,5,2,2,-0.3,-1,0,-7,-3
COc1cccc(-c2nc(CS(=O)(=O)CC(=O)NCCc3ccc(C)cc3)c(C)o2)c1,-4,7,-2,7,4.5,-12,7,-4,7
O=C(CN(Cc1ccco1)C(=O)Cn1nnc(-c2ccc(F)cc2)n1)NC1CCCC1,2,-4,0,3,0.4,3,2,-2,-2
COc1ccccc1N1CCN(/N=C/c2cc(OC)c(O)c(OC)c2)CC1,-15,3,0,1,1.1,2,8,-3,-3

# Copied from the list.
# Entry of COc1ccc(OC)c2[nH]c(=O)c(CCNC(=S)NC(C)(C)C)cc12 in PP1 inh: -3
# Entry of Cc1ccc(Cn2nnc3c(=O)n(CC(=O)N4CCN(c5ccccc5)CC4)cnc32)cc1 in core dimer inh: 3
# Entry of CC(=O)/C(=N\Nc1ccccc1)Sc1nnc(-c2ccccc2)n1-c1ccccc1 in core dimer inh: 6
# Entry of CCN(CC)S(=O)(=O)c1ccc(N2CCOCC2)c(C(=O)O)c1 in PP5 inh: 1.4
# Entry of CCOc1cc(C)c(-c2onc(C(F)(F)F)c2-c2csc(C)n2)c(O)c1 in core dimer inh: -1
